CaV13 ICDI inh = Primary screen for inhibitors of IQ motif and Ca2+-dependent inactivation inhibitor domain binding in CACNA1D, Förster resonance energy transfer in living cells, … | inhibition, % at 12.3 µM | HEK cells, CFP/YFP FRET ICDI-IQ, plate reader, 10 min; percent FRET-ratio fall versus neutral wells | AID 743397 | actives 0.098% (n = 340,000);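 active = mean replicate inhibition of at least 30% and at least 1% of replicates passing that level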;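 note: 0% = median of the neutral control wells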
PDI turbidity = inhibitors of human protein disulfide isomerase; P07237; PDI insulin aggregation turbidity, A650, 90 min; inhibition, % at 10 µM; actives 0.052% (n = 350,000);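 active = mean inhibition across replicates of 30% or more, whatever share of single replicates reach that level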;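 note: absorbance from insulin aggregation driven by PDI reduction with DTT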
Target sequence (P07237 whole entry, looked up): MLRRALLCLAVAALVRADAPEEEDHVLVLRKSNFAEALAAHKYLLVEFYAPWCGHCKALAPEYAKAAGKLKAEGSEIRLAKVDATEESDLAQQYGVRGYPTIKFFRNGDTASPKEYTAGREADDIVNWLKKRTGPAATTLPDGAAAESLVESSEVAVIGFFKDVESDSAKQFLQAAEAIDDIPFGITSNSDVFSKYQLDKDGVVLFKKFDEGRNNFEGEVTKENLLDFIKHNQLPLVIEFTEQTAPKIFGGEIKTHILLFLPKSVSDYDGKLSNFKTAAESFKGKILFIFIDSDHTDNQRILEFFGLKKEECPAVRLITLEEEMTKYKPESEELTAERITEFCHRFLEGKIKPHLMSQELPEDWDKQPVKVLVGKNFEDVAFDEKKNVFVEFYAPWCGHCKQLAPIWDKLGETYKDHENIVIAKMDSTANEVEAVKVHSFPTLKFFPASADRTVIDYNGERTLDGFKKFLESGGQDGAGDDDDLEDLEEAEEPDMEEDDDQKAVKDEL
Vif inh = inhibitors of HIV Vif | HEK293T cells, Vif self-association by quenched fluorescence, imaging, 24 h | inhibition, % at 7.49 µM | actives 0.35% (n = 340,000) | AID 602346; in the data active = inhibition above about 50%, passing the limit was not always enough; note: some results filed as inactive read as strong as hits
HIF-2a block = HIF-2a inhibition; 786-0 RCC cells HIF-2a reporter, luciferase luminescence, overnight; inhibition, % at 18.8 µM; actives 0.72% (n = 360,000); AID 624352;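 active = inhibition of the luminescence signal of 40% or more relative to plate controls, in a single-dose primary screen at 18.75 µM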
KKLEB tox = CF airway cell cytotoxicity counter-screen; actives 0.36% (n = 360,000); activity change (cytotoxicity), % at 5 µM; KKLEB CF airway cells viability, ATPlite luminescence, overnight; hits give low values; cells stimulated with P. aeruginosa culture filtrate; AID 602141;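 active = corrected activity change at or below -50% at 5 µM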
NR2E3 ag-1 = NR2E3 (human) agonism; Q9Y5X4; GST-NR2E3/biotin-RetCOR TR-FRET, 1536-well; inhibition of corepressor binding, % at 4.78 µM; actives 0.12% (n = 320,000); AID 2300;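 active = percent inhibition above the cutoff of mean plus 3 SD of all tested compounds, set per screening campaign, cut at about 20% in these data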;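 note: 0% = DMSO wells and 100% = biotin wells as full block of FRET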
Target sequence (Q9Y5X4 whole entry, looked up): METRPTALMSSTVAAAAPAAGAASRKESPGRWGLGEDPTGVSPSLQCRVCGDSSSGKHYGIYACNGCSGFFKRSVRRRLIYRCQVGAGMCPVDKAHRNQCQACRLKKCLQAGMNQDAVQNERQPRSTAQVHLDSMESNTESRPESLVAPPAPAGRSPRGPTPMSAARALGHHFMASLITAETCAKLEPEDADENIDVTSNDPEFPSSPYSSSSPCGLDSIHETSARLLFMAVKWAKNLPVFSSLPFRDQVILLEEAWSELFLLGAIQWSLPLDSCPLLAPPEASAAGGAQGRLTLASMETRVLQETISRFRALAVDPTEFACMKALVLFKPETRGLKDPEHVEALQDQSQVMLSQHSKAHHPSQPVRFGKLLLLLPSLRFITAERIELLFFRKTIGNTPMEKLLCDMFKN
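Material: NR2E3–RetCOR corepressor complex / Amount: 1.35 nM GST-NR2E3 / Medium: Tris pH 7.5 / Compound: single nominal compound dose of 4.8 µM / Incubation: 5 h at 4 °C / Technique: TR-FRET, Eu(K)-anti-GST donor, streptavidin-D2 acceptor, ex 340, em 617/671 nm / Read-out basis: percent loss of FRET ratio relative to control wells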
CF NFkB block = blocks PAF-induced NF-kB reporter in cystic fibrosis cells; inhibition, % at 5 µM; KKLEB NF-kB-GFP reporter, GFP fluorescence overnight; actives 0.86% (n = 360,000);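 active = at least 50% inhibition at 5 µM, scaled per plate between neutral and stimulator controls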;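 note: PAF is a Pseudomonas aeruginosa culture filtrate used as stimulus; plate controls were PAF-stimulated DMSO wells for no effect and unstimulated DMSO wells for full effect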
Peg3 promoter = reduces Peg3 promoter-driven luciferase expression in HeLa; HeLa PEG-Prom luciferase reporter, luminescence, overnight; AID 588405; inhibition, % at 20 µM; actives 1.7% (n = 360,000);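 active = inhibition of at least 50% at 20 µM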
NR2E3 ag-2 = activates human NR2E3 receptor; Q9Y5X4; CHO-S Gal4-NCOR/VP16-NR2E3 two-hybrid, luciferase; inhibition of corepressor binding, % at 3.98 µM; actives 0.35% (n = 360,000); AID 602229;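 active = inhibition above the mean of all tested compounds plus 3 SD, cut at about 70% in these data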;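 note: 0% = DMSO with NR2E3 transfected cells and 100% = cells lacking NR2E3 construct; higher means lower luciferase signal from less NR2E3 corepressor binding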
TRPM1 prom inh = MITF TRPM1 promoter inhibition in SK-MEL-5 cells; SK-MEL-5 TRPM1 promoter luciferase, 24 h; inhibition, % at 12.5 µM; AID 488899; actives 0.83% (n = 330,000);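 active = mean inhibition across replicates of 60% or more, whatever share of single replicates reaches that level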; note: values of inactives mirror those of a sister screen read the other way
Shn3 inh set2 = Schnurri-3 reporter inhibition in Clone20 osteoblasts | Clone20 osteoblast Shn3 3'UTR firefly luciferase, 24 h | inhibition, % at 12.5 µM | actives 0.52% (n = 360,000);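 active = mean inhibition of at least 75% with every replicate also reaching 75%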;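 note: 0% = median of neutral control wells and 100% = pilot-screen positive control compound; some compounds past the cut are filed as inactive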
Active calls of the source: *; x = not tested or not shown; & = joins results of further samples.

SMILES	CaV13 ICDI inh	PDI turbidity	Vif inh	HIF-2a block	KKLEB tox	NR2E3 ag-1	CF NFkB block	Peg3 promoter	NR2E3 ag-2	TRPM1 prom inh	Shn3 inh set2
C#CCOCCOCCOCCNc1nc(N2CCN(C(=O)[C@H](CCCCN)n3cc(CN)nn3)CC2)nc(N2CCN(C(=O)[C@H](CCCCN)n3cc([C@@H](N)[C@H](C)CC)nn3)CC2)n1	-4	3	x	6	6	x	0	-4	-9	4	-2
Cc1cc(/C=C(\C#N)C(=O)NCc2ccco2)c(C)n1-c1ccc(C(=O)O)cc1	-6	4	-1	8	-5	2	-10	11	-16	6	6
O=C(CN1C(=O)c2cccc3cccc1c23)Nc1ccc(S(=O)(=O)N2CCOCC2)cc1	-6	15	13	15	14	0	4	10	-13	-6	4
COc1cccc(/C=N/c2nc3ccccc3n2C)c1O	-1	-71	-5	-55	10	0	-11	-8	-18	9	-17
N#CCCn1cc(C(=O)Nc2ccc(C(=O)O)cc2)c(-c2ccc([N+](=O)[O-])cc2)n1	-2	18	0	15	1	0	13	10	14	5	21
O=C(CSc1nc(=O)n(Cc2ccccn2)c2c1CCC2)Nc1ccc(F)cc1F	-7	13	-13	21	-2	3	12	13	-36	11	-12
O=C(/C=C/[C@H]1O[C@@H](n2cnc3c(NC(=O)c4ccccc4)ncnc32)[C@H](O)[C@@H]1O)NCC1CCCO1 (stereo partly drawn)	-6	x	15	4	0	x	-26	-4	-9	x	-19
CCCCc1ncc(CN2CCC(n3nccc3NC(=O)C(OC)c3ccccc3)CC2)[nH]1 (stereo not drawn)	-3	0	15	6	-20	-1	23	11	-25	2	18
COc1ccc(N(C)S(=O)(=O)c2ccc(Cl)c(C(=O)NCCc3ccc(Cl)cc3)c2)cc1	-4	19	-10	1	0	-1	-17	6	-19	18	13
Cc1cc(F)ccc1S(=O)(=O)N1CCCCC1CCNC(=O)C(=O)NCc1ccccn1 (stereo not drawn)	-6	-1	-18	21	2	-2	4	21	-12	5	-5
NC(=O)NC(=O)Nc1ccccc1Cl	-5	3	10	-10	-9	1	6	-2	-7	2	-34
NC(=O)C1CCN(C(=O)COc2ccc3c4c(c(=O)oc3c2)CCCC4)CC1	x	x	-6	-9	2	-5	-10	2	-9	-9	9
O=C(c1ccccc1F)N1CCN(Cc2ccccc2F)CC1	x	-4	4	19	-1	-5	20	-2	-11	-1	-5
Cc1cc(C)cc(N2Cc3ccccc3C2)c1	-3	x	1	13	12	0	-7	1	-9	-1	1
COc1ccc(CCn2cc(C#N)c(=O)[nH]c2=O)cc1OC	-4	-2	-1	9	0	2	-2	9	-15	5	-8
COc1ccc(NC(=O)N(C)C[C@@H]2OCc3cn(nn3)CCCC(=O)N([C@H](C)CO)C[C@H]2C)cc1	-5	-4	5	5	12	x	6	-5	-15	x	-17
CC1(C)CC(=O)C(C#N)=C(NCCCO)C1	x	6	x	5	6	0	-10	1	7	-2	-6
COc1cccc(/C=C2\SC(N3CCCC(C)C3)=NC2=O)c1OC (stereo not drawn)	-8	-2	-6	-226	8	-2	-5	-186	-80	-63	-22
Cc1ccc2c(Cl)cc(Cl)c(OCC(=O)Nc3cc(S(=O)(=O)N(C)C)ccc3C)c2n1	-2	-5	-4	21	-5	1	20	48	5	7	42
S=C(NCc1ccco1)Nc1ccc(Cl)c(Cl)c1	-8	1	x	-246	-14	-4	30	-35	-35	-20	2
CCN(CC)S(=O)(=O)c1ccc2oc(C(=O)NCCN3CCOCC3)c(C)c2c1	-3	-6	-9	10	1	3	-2	13	2	0	-8
NC(=O)Nc1ccc(C(=O)OCC(=O)NC2CCCc3ccccc32)cc1 (stereo not drawn)	-11	2	5	7	4	x	19	-3	7	7	-1
O=C(CC1C(=O)NCCN1Cc1ccccc1C(F)(F)F)NC1CCCCCC1 (stereo not drawn)	-4	0	-9	13	-3	0	-6	18	-17	4	-15
COc1ccc(NC(=S)N(CCCN2CCOCC2)Cc2ccco2)cc1	-2	4	-9	17	-11	-1	16	25	-7	-9	1
CCC(c1ccccc1)c1noc(CCN(CC)CC)n1 (stereo not drawn)	-5	2	5	-4	-4	x	-29	9	-24	x	12

Further entries.
SMILES	CaV13 ICDI inh	PDI turbidity	Vif inh	HIF-2a block	KKLEB tox	NR2E3 ag-1	CF NFkB block	Peg3 promoter	NR2E3 ag-2	TRPM1 prom inh	Shn3 inh set2
O=C(C[C@H]1C(=O)N(Cc2cccnc2)C[C@@H]1Cc1ccccc1)Nc1ccccc1	-10	-3	6	11	10	x	4	1	3	x	11
CC1(C(=O)NS(=O)(=O)C2CC2)CCN(C(=O)COCc2ccccc2)C1 (stereo not drawn)	-7	-2	4	21	-3	x	-3	5	-13	x	-21
N#Cc1nc(-c2cccs2)oc1NCC1CCCO1 (stereo not drawn)	-8	7	x	-49	-4	2	9	-14	-10	-12	-8
CC(=O)N1C[C@H]2CON(C)[C@H]2C[C@H]1c1cccc(-c2ccccc2C)c1	-7	-2	-2	13	-10	x	13	-3	-10	-5	-1
CCn1c(=O)c2sccc2n(Cc2ccccc2)c1=O	x	2	-1	26	-3	0	-7	15	-31	7	0
CN(C)C(=O)c1ccc(-c2nnc(NCc3ccccc3)c3ccccc23)cc1	-5	6	-8	14	7	-2	12	14	0	-4	0
O=C(/C=C/c1ccccc1)Nc1ccc(NC(=O)c2cccs2)cc1	-17	5	1	15	-2	-3	-10	21	4	3	6
CCOC(=O)N1CCC(n2c(SCC(=O)Nc3ccccc3OC)nc3ccccc3c2=O)CC1	-5	-2	-17	28	13	1	8	37	-29	12	1
C[C@H]1COC(=O)CCCC/C=C\C[C@H](CC(=O)N(CCO)Cc2ccccc2)C(=O)N1	-10	0	x	6	2	x	-14	-3	-38	-13	-36
Fc1ccccc1OCCSc1nc2ccccc2o1	-2	-17	6	-218	-8	-4	9	-198	-34	-69	-24
CCn1ncc(CN2CCC(Oc3ccc(C(=O)N4CCCC4)cc3)CC2)c1C	-7	-5	-7	17	-5	3	-5	-1	-3	-14	-15
COc1cccc(/C=N/Nc2snc(SC)c2C#N)c1	-6	-6	4	-231	-7	-3	0	-121	-69	-23	-7
Cc1ccnn1CCC(=O)N1CCCC(Nc2ccc(F)c(F)c2)C1 (stereo not drawn)	-7	12	3	18	8	-1	1	-6	-7	2	-2
COc1ccc(-c2noc(-c3ccccc3C(=O)NCC3CCCO3)n2)cc1 (stereo not drawn)	2	0	-8	-50	-6	2	9	-29	25	4	4
COc1cccc(C(O)c2nc(-c3cnn(C)c3)cs2)c1 (stereo not drawn)	-6	-2	6	9	10	x	-11	9	19	x	-3
COCc1c(C(=O)Nc2nnc(C3CC3)s2)oc2ccccc12	-5	4	-7	-67	5	x	-56	-44	-23	x	-12
ClCC1=Nc2ccccc2Cc2ccccc21	-21	8	-2	17	2	1	16	6	-17	x	11
CCCCOc1ccc(S(=O)(=O)NNC(=O)C2Cc3c(ccc4ccccc34)O2)cc1 (stereo not drawn)	x	-6	11	21	0	1	-1	13	-5	-1	-6
C[C@H](NC(=O)C1CCN(S(=O)(=O)c2ccccc2)CC1)C(=O)NCc1ccc(Cl)cc1Cl	-2	-13	-4	12	2	3	-6	8	3	10	30
Cc1cccc(NC(=O)CCN2C(=O)c3cccc([N+](=O)[O-])c3C2=O)c1	-21	7	-4	12	2	3	1	6	-3	-3	-2
COc1ccc(N(CC(=O)N2CCCCCC2)S(=O)(=O)c2ccc(OC)c(OC)c2)cc1	-4	9	-1	11	-1	1	-6	24	-13	-3	-3
CCOc1ccc(-n2c(SCC(N)=O)nc3c([nH]c4ccccc43)c2=O)cc1	-7	11	22	9	-4	-2	-5	12	-15	10	-7
O=C(CCC1CCCC1)NCCS(=O)(=O)N1CCN(c2ccccc2)CC1	-5	-2	0	8	-14	-2	0	14	-6	13	-54
CCCc1ccc(C(=O)NNC(=O)c2ccc(Br)cc2)cc1	-5	0	0	-80	-1	2	-5	-94	-43	9	-28
CC1CCCN(C(=O)C2CCN(S(=O)(=O)c3cccs3)CC2)C1 (stereo not drawn)	-6	-1	-4	-20	9	x	-8	-14	5	-6	7
Nc1ccc(S(=O)(=O)O)cn1	-2&-15&-4	0&5&10	8&-3&-1	11&12&13	1&-2&6	-1&2&0	-1&8&6	2&4&1	1&1&-5	5&9&-4	-6&-12&41

Assay outcomes deposited in PubChem BioAssay by several laboratories.
